# High-throughput results from PubChem.
# IMPase Li cell – IMPase inhibition in cells with lithium potentiation. Potency, µM (titrated, usually from 59.4 µM), for the others: at the top dose activity, negative = IMPase inhibition, most hits filed as inhibitors. CHO-M1 cells, IP1 TR-FRET (IP-One), carbachol + lithium. actives 0.35% (n = 210,000);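 further: IP1 builds up when IMPase is blocked and the TR-FRET signal falls; plate controls were basal vehicle for no effect and high inhibitor control for full effect; nearly all actives have a fitted effect of over 50% in size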
#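 CHO-M1, 2000 cells/well, 16–30 h culture; cpd + low Li+, 30 min 37C; lysis with d2-IP1/Eu-anti-IP1 Ab, 10 min RT; TR-FRET 665/620 ratio and 620 channel; AC50 via Hill.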
# RECQ1 inh – inhibitors of human RECQ1 DNA helicase; P46063; RECQ1 DNA unwinding, red fluorescence kinetic read; Potency, µM (highest dose often 57.3 µM), for the others: at the highest dose activity, negative = inhibition, usual class: inhibitors; actives 0.54% (n = 240,000);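 further: plate controls were vehicle for no effect and no enzyme for full effect; nearly all actives have a fitted effect of over 30% in size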
#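 RECQ1T1 50 nM; forked duplex (20 bp + 30-nt ss tails) 200 nM, ATP 2 mM final; pH 8.0, 2 mM MgCl2, 2.5 ug/ml poly(dI-dC); 15 min compound preincubation; discontinuous kinetic read over 2 h at RT.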
# JMJD2E inh – blocks human JMJD2E demethylase activity | B2RXH2 | JMJD2E catalytic domain, FDH-coupled NADH fluorescence (FDH is formaldehyde dehydrogenase) | Potency, µM (titrated, usually from 57.1 µM), for inactives: at the highest dose activity change, negative = inhibition, most hits filed as inhibitors | actives 1.6% (n = 230,000) | AID 2147; active means well fitted inhibition curve with a large enough effect, not every such curve was filed as active; inconclusive means small, poorly fitted or top-dose-only effect, or another doubt; inactive means no such curve, though single readings can be large or run the other way;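 further: 0% = wells with enzyme and -100% = buffer wells without enzyme; nearly all actives have a fitted effect of over 50% in size; many of its hits are not listed in these tables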
# Target sequence (B2RXH2 1-337 limits assumed): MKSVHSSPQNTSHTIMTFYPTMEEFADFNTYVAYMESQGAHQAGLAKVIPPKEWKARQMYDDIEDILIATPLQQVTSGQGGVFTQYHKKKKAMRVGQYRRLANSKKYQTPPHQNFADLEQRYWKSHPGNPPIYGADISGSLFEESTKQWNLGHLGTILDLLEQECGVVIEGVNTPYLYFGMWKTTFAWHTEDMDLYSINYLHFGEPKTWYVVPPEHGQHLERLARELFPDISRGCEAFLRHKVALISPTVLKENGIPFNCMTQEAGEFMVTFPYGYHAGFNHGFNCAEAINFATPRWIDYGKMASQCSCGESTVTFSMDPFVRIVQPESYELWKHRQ
# Luc counter – counter-screen: inhibitors of Kinase-Glo firefly luciferase; Potency, µM (highest dose often 38.3 µM), inactives show at the top dose activity change, negative = inhibition, most hits filed as inhibitors; Q27757; AID 1379; actives 0.28% (n = 200,000); Kinase-Glo luciferase, ATP luminescence, 8 min; further: on the % scale 0 is the no-effect control and ±100 the full control effect; nearly all actives have a fitted effect of over 60% in size
#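 Light output from Kinase-Glo luciferase with luciferin and 10 uM ATP in 50 mM imidazole pH 7.2, KCl, MgCl2, Tween 20, BSA; compound pin-delivered, 8-min ambient incubation, then luminescence read.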
# SMN2 splice up – enhancers of SMN2 splice variant expression; AID 1458; Potency, µM (titrated, usually from 46.1 µM), without a hit: at the highest dose activity change, positive = activation, usual class: activators; actives 2.8% (n = 210,000); HEK293 SMN2-luciferase splicing reporter, luminescence, 30-36 h; further: % of control where 0% means no effect; nearly all actives have a fitted effect of over 55% in size
#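 HEK293 cells carry an SMN2 minigene-luciferase reporter in which exon 7 inclusion puts luciferase in frame. Cells were seeded at 2000 cells/well, attached for 10-12 hours, then exposed to compounds for 30-36 hours at 37C before ONE-Glo luminescence.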
# RGS12 GoLoco inh – blocks human Gai1 binding to RGS12 GoLoco peptide, red readout. Gai1:RGS12 GoLoco peptide FP, rhodamine, 10 min. Potency, µM (series often up to 61.6 µM), for inactives: top-dose activity, negative = inhibition, usual class: inhibitors. actives 0.44% (n = 230,000); active means well fitted inhibition curve with a large enough effect, not every such curve was filed as active; inactive means no such curve, though single readings can be large or run the other way; further: on the % scale 0 is the no-effect control and ±100 the full control effect; nearly all actives have a fitted effect of over 30% in size; many of its hits are not listed in these tables
# Target sequence (P63096 whole entry, looked up): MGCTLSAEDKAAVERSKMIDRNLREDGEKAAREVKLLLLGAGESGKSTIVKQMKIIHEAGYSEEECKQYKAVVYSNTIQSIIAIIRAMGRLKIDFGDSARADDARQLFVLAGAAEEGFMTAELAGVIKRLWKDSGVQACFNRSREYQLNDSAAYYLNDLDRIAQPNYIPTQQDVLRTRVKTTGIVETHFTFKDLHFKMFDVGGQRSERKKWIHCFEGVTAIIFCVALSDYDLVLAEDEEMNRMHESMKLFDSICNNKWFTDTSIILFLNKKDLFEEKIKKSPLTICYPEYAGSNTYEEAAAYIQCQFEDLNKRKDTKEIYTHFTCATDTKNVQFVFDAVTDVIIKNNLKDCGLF
# NPSR antag – neuropeptide S receptor (human) antagonism, cAMP | actives 1% (n = 220,000) | Q6W5P4 | CHO-NPSR cells, cAMP TR-FRET, antagonist mode | AID 1461 | Potency, µM (titrated, usually from 38.3 µM), for inactives: top-dose activity change, negative = inhibition, actives largely listed as inhibitors; further: on the % scale 0 is the no-effect control and ±100 the full control effect; nearly all actives have a fitted effect of over 50% in size; many of its hits are not listed in these tables
# Target sequence (Q6W5P4 whole entry, looked up): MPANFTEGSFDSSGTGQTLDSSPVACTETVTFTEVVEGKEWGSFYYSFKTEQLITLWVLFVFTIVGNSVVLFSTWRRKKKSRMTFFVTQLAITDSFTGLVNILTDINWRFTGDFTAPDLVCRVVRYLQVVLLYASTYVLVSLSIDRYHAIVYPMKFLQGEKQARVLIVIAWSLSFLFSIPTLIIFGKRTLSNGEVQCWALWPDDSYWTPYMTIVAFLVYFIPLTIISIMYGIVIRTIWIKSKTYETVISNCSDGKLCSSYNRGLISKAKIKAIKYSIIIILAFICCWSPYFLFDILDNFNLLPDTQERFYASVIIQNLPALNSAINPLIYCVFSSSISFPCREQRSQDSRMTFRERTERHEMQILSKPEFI
# Epigenetic derep – epigenetic control regulation, reporter derepression. actives 0.2% (n = 280,000). AID 1865. murine LDR cells, GFP reporter derepression, 30 h. Potency, µM (series often up to 53.9 µM), inactives show at the top dose GFP activation, most hits filed as activators; further: % of control where 0% means no effect; nearly all actives have a fitted effect of over 60% in size
#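 In this reporter-derepression format, murine cells bearing a silenced integrated CMV-GFP locus incubate with test compound (30 h, 37 C), then are washed and imaged; fluorescent objects of 20–120 um count as induced cells.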
# * hit, by the source's call; i = inactive; ? = inconclusive; . = no result given; [ ] = another dose, or the depositor's remark. Unless noted, the call rests on the fitted dose curve; in most records, active means well fitted curve in the direction sought with a large enough effect; inconclusive means small, poorly fitted or top-dose-only effect, or another doubt; inactive means no such curve, though single readings can be large; an effect the other way counts as inactive or inconclusive. Potency means the concentration at half of the fitted maximal effect. These rows are one share of the data. The share of hits here may be higher or lower than overall.
# Fields – IMPase Li cell	RECQ1 inh	JMJD2E inh	Luc counter	SMN2 splice up	RGS12 GoLoco inh	NPSR antag	Epigenetic derep
O=P(Cc1cc(Br)cc(Br)c1OCCO)(c1ccccc1)c1ccccc1
 : .	-18.5%	2.0%	.	.	4.0%	-18.1%	1.0%
Cc1nc2cc(-c3ccccc3)nn2c(C)c1CCC(=O)N1CCN(c2ccccn2)CC1
 : 2.4%[38.3 µM]	-11.7%	-10.8%	16.5%	11.8%	2.2%	-1.7%[46.1 µM]	0.0%
CC(C)CC1CCCCC1OC(=O)C[N+]1(C)CCCCC1 (stereo not given)
 : 27.7%	3.0%	-25.1%	-5.5%	-28.3%	-8.2%	5.9%	0.2%
O=C(CSc1nnnn1-c1ccc(O)cc1)c1cc2ccccc2o1
 : .	-4.7%	-19.1%	.	.	10.8%	-6.9%	2.1%
CC(C)NC(=O)NC(=O)COC(=O)CCOc1ccccc1
 : 30.7%[activator][38.3 µM]	-2.7%	-8.3%	3.7%	-6.9%	11.5%	-0.9%[46.1 µM]	-1.0%
CCCC(c1nnnn1C(C)(C)C)N1CCN(Cc2ccccc2)CC1 (stereo not given)
 : 17.3%	-5.7%	-21.3%	-1.6%	.	13.7%	-5.4%	1.5%
COc1cc(NC(=O)Cn2c(=O)n(-c3cccc(C)c3)c(=O)c3c(C)c(C)sc32)cc(OC)c1
 : -10.9%	-6.9%	0.5%	3.0%	-9.0%	10.0%	-14.1%	14.7%
O=C(O)COc1ccccc1/C=C1\SC(=S)N(/N=C/c2ccccc2O)C1=O
 : -5.0%	-0.6%	-11.2%	1.9%	1.3%	7.0%	-8.4%	-1.5%
Cc1nnsc1C(=O)Nc1ccc(Cl)cc1Cl
 : -16.7%[38.3 µM]	-10.6%	6.1%	3.5%	-1.4%	-2.0%	11.3%[46.1 µM]	6.5%
O=C(O)c1cccc(S(=O)(=O)NCC2CCCO2)c1 (stereo not given)
 : 16.6%[38.3 µM]	7.7%	6.8%	7.8%	26.3%	-1.4%	-6.2%[46.1 µM]	-1.1%
O=C(CNC(=O)c1ccccc1)OCc1nnc(-c2ccc(Cl)cc2)o1
 : 1.2%	2.0%	-2.2%	-2.4%	8.5%	0.3%	-3.4%	-1.4%
Cc1ccc(C2=CSC3=NCCN23)c(C)c1
 : 4.9%[38.3 µM]	i	1.1%	-2.2%	-21.7%	-9.2%	-4.1%[46.1 µM]	4.7%
CCCn1c(NCc2c[nH]c3ccccc23)nc2ccccc21
 : 31.7%[activator][38.3 µM]	-11.0%	2.0%	-1.8%	23.5%	6.3%	-12.7%[46.1 µM]	0.7%
Cc1nonc1OCCNCCNc1ccccc1[N+](=O)[O-]
 : 2.5%	i	-3.1%	-0.8%	18.1%	2.3%	-6.2%	4.0%
CCC(=O)NC(O)C(=O)c1ccc(C)cc1 (stereo not given)
 : 11.6%[38.3 µM]	i	5.0%	13.5%	-12.3%	-3.3%	1.1%[46.1 µM]	0.0%
CCC(OC(=O)c1nsc(Cl)c1Cl)C(=O)NCc1ccco1 (stereo not given)
 : 18.3%[38.3 µM]	i	3.6%	-1.8%	.	-12.4%	-7.6%[46.1 µM]	0.0%
C/C(=N/NC(=O)c1ccc(C)nc1)c1ccc2c(c1)CCCC2
 : -4.5%	4.2%	14.6%	-0.7%	-15.1%	16.2%	5.4%	2.6%
COc1ccccc1Oc1nnnn1-c1ccc(C(N)=O)cc1
 : 18.2%[38.3 µM]	-1.5%	-4.9%	14.8%	-20.8%	4.2%	-1.1%[46.1 µM]	-7.9%
Cc1cc(C)nc(NC(=O)COc2cc(Cl)cc(Cl)c2)n1
 : 30.3%[38.3 µM]	-8.0%	6.7%	-2.7%	-17.8%	11.1%	-11.1%[46.1 µM]	0.0%
O=C(O)c1cc2ncc(CCO)cn2n1
 : -6.0%	i	?	1.5%	5.5%	13.0%	13.2%	-5.3%
O=C(CN1CCN(S(=O)(=O)c2ccc(Cl)cc2)CC1)NC(=O)NC1CCCCC1
 : 24.2%[38.3 µM]	i	-0.8%	0.2%	8.1%	12.8%	-19.6%[46.1 µM]	-1.8%
O=C(CCN1CCOCC1)N/N=C/c1cc(Br)cc(Br)c1O
 : -5.5%	-3.4%	28.2µM*	-0.4%	.	12.8%	42.8%	1.7%
CCn1nnnc1NCc1ccc(OCc2c(F)cccc2Cl)c(OC)c1
 : -3.9%	17.9%	-3.2%	3.8%	-26.9%	-8.3%	-43.9%	2.5%
CCOC(=O)/C=C(\C)N1N=C(c2ccccc2)CC1c1ccccc1 (stereo not given)
 : 4.2%	-21.1%	?	-10.9%	?	218.3%[activator]	-32.9%	0.7%
CCOc1ncccc1C(=O)OCC(=O)Nc1cccc(C(C)=O)c1
 : 21.3%[38.3 µM]	i	7.8%	-2.3%	-3.8%	8.2%	?	4.7%
COc1ccc(-c2ccnc3nc(Sc4ncc(C(F)(F)F)cc4Cl)nn23)cc1
 : -4.3%[38.3 µM]	-6.8%	?	-3.1%	-5.7%	15.0%	?	-1.3%
Nc1[nH]c(=O)nc2c1ncn2[C@H]1O[C@@H](CO)[C@@H](O)[C@@H]1O
 : -2.0%	.	.	-2.4%[7.66 µM]	-1.6%[9.22 µM]	-1.0%[14.2 µM]	.	.
COc1ccc(-c2csc(NC(=S)NC(=O)c3ccco3)n2)cc1
 : -2.2%	-1.5%	-10.0%	-0.7%	?	-5.3%	3.3%	1.2%
CCn1c(SCc2nnc(-c3ccccc3)o2)nc2c1c(=O)n(C)c(=O)n2C
 : 28.0%[38.3 µM]	-0.7%	1.3%	-5.0%	4.7%	2.8%	-6.9%[46.1 µM]	0.0%
CN(Cc1ccccc1)C(=O)c1nc2ccccn2c1CN1CCc2sccc2C1
 : 7.3%	-6.5%	-26.6%	.	.	2.7%	22.6%	-2.2%
O=C(N/N=C/C=C/c1ccccc1[N+](=O)[O-])c1cc(-c2ccccc2)n[nH]1
 : -10.4%	-0.2%	5.2%	3.0%	-49.1%	5.9%	-19.0%	0.0%
O=C(C1=C[C@@H](c2coc3ccccc3c2=O)C[C@@H](OCc2ccc(CO)cc2)O1)N1CCOCC1
 : -9.2%	-10.2%	-3.5%	.	.	2.4%	-0.5%	-3.0%
O=C(Nc1ccccc1)C1CC=CCC1C(=O)OCC1CCCO1 (stereo not given)
 : 5.6%[38.3 µM]	i	-1.7%	0.3%	2.9%	-12.7%	-2.6%[46.1 µM]	7.4%
COc1cc(/C=N\Nc2ccc([N+](=O)[O-])cc2)ccc1OCC(=O)Nc1ccc(C)c(C)c1
 : 5.6%[38.3 µM]	3.2%	-5.6%	-4.4%	-9.6%	10.1%	-6.8%[46.1 µM]	6.31µM*
COc1ccc(CC(C)N2CCN(Cc3ccccc3)CC2)c(OC)c1 (stereo not given)
 : 37.2%[activator][38.3 µM]	0.7%	-0.4%	5.3%	-11.6%	-3.9%	11.5%[46.1 µM]	0.6%
O=C(N/N=C/c1cccc(Oc2ccccc2)c1)c1cc[n+]([O-])cc1
 : -1.5%	-8.3%	-2.7%	1.5%	0.9%	8.3%	-6.9%	-4.2%
COc1ccc(/C=N\NC(=O)c2cccc(Br)c2)c(OC)c1
 : 14.7%	-0.6%	1.6%	-2.8%	.	9.3%	-11.9%	4.5%
COc1ccc(NC(=O)O/N=C/c2ccccc2Cl)cc1
 : .	-0.6%	-2.1%	.	.	6.4%	-7.1%	0.1%
Cc1ccc(-c2csc(Nc3ccc(C(=O)O)cc3)[n+]2Cc2ccccc2)cc1
 : 16.4%	i	3.7%	-1.9%	24.7%	18.9%	-20.8%	-1.9%[10.1 µM]
Cc1nnsc1C(=O)Nc1ccc(Cl)cc1
 : 3.5%	-10.6%	2.1%	-0.2%	-1.7%	7.3%	2.0%[46.1 µM]	1.0%
O=C(NC1CCCc2ccccc21)C1CCN(C(=O)c2sccc2-n2cccc2)CC1 (stereo not given)
 : 25.1%[38.3 µM]	-1.2%	-6.7%	-2.6%	-9.0%	9.3%	-22.0%[46.1 µM]	0.0%
CCOP(=O)(c1ccccc1)C(O)c1ccc(Br)cc1 (stereo not given)
 : 5.2%	-4.8%	5.2%	-1.1%	9.7%	13.5%	-2.0%	0.9%
CCOC(=O)CCc1c(C)c2ccc(OCC)c(C)c2oc1=O
 : 7.1%[38.3 µM]	-1.7%	?	20.4%	-6.2%	15.9%	-12.4%[46.1 µM]	-2.5%
COC(=O)CCSc1cc([N+](=O)[O-])cc2c1c(C1OCCS1)nn2-c1ccccc1 (stereo not given)
 : -2.0%[38.3 µM]	i	-5.9%	-0.3%	14.1%	0.6%	-13.2%[46.1 µM]	0.0%
CC(C)/C=C/C(=O)N1CCC(N2CCC(C(=O)N3CCOCC3)CC2)CC1
 : .	-0.8%	0.2%	.	.	12.8%	-4.3%	0.5%
O=C(NCc1ccncc1)C1CCCN(S(=O)(=O)Cc2ccccc2)C1 (stereo not given)
 : 8.7%	0.5%	5.0%	-2.7%	-15.5%	1.4%	-3.7%[46.1 µM]	-9.1%
CC(C)N(Cc1nc(-c2ccccc2)no1)C(=O)c1ccc(Br)o1
 : 33.8%[activator][38.3 µM]	-7.1%	1.6%	3.9%	-28.9%	0.1%	-16.7%[46.1 µM]	1.2%
Cc1cccc(-c2onc3ccc(C4(C)OCCO4)cc23)c1
 : 44.1%[activator][38.3 µM]	10.6%	-9.0%	-2.6%	-39.2%[inhibitor]	-2.4%	-20.9%[46.1 µM]	-0.1%
N#Cc1ccc(OCC(=O)N/N=C2/CC(c3ccccc3)Oc3ccccc32)cc1 (stereo not given)
 : 9.2%	1.4%	6.3%	-1.4%	-10.4%	-2.1%	0.6%	6.1%
Cc1occc1C(=O)N/N=C/c1ccccc1[N+](=O)[O-]
 : .	-0.2%	5.0%	.	.	6.9%	0.6%	-5.0%
CCOC(=O)N1CCN(c2c(N3CC=C(c4ccccc4)CC3)c(=O)c2=O)CC1
 : -5.4%[38.3 µM]	-2.8%	?	1.4%	-12.4%	-2.7%	-13.4%[46.1 µM]	0.4%
CCn1c(-c2cccnc2Cl)nc2ccccc21
 : 11.0%	-11.8%	-4.5%	0.9%	11.6%	-2.4%	-4.3%[46.1 µM]	-2.2%
Nc1cc2ccccc2oc1=O
 : -5.8%[38.3 µM]	-2.3%	0.5%	6.9%	-22.9%	2.5%	-3.3%[46.1 µM]	-1.6%
